# Screens (PubChem)
# TRPC6 inhibitor: mouse TRPC6 channel inhibition | HEK293-TRPC6, membrane potential dye, ACh-evoked depolarization; hits give low values | AID 2553 | B-score at 10 µM | 1.1% of 310,000 active;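 active = B-score under library mean minus 3 SD, initial fluorescence not abnormally high, positive integrated signal ratio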;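 also: B-score derived from integrated fluorescence ratio over the kinetic read; more negative B-score means stronger inhibition of depolarization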
# Target sequence (Q61143 whole entry, looked up): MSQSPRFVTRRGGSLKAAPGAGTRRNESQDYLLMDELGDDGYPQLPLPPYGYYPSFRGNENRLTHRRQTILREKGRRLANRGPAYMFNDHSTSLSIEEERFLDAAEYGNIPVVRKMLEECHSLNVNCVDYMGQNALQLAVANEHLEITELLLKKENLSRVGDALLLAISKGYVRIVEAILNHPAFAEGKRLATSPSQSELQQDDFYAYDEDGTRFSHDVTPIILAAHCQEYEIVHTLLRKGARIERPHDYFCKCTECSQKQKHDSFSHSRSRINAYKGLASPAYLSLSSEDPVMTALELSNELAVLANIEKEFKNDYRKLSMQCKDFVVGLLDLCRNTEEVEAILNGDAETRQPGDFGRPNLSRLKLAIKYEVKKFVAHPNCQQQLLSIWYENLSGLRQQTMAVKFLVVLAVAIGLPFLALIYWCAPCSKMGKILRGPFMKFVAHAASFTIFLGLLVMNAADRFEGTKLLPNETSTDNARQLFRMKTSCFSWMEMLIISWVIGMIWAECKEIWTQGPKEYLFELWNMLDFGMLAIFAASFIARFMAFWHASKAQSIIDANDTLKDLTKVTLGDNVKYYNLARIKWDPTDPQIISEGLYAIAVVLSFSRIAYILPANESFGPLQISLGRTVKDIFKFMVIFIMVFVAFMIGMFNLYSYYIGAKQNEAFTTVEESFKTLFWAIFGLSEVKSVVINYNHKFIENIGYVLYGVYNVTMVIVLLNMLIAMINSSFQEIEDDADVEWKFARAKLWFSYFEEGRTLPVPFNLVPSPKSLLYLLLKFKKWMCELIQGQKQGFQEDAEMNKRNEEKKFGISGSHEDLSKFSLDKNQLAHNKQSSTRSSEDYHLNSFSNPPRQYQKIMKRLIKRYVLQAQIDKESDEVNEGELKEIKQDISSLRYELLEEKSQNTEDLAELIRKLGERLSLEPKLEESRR
# MrgX1 antag: blocks BAM8-22 activation of human MrgX1 receptor. Q96LB2. MRGX1-HEK293 calcium flux, Fluo-4, BAM8-22 antagonism; hits give low values. B-score at 10 µM. 1.3% of 310,000 active;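 active = calcium-response B-score plate-corrected more than 3 library SD below zero, starting fluorescence within 5 deviations, no agonist response on first addition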;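 also: peak minus trough fluorescence over baseline after final BAM8-22 challenge near maximal dose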
# TMEM16A inh: inhibitors of mouse TMEM16A calcium-activated chloride channel; HEK293 TMEM16A/YFP iodide influx fluorescence, ionomycin; normalized B-score (activity score, 25-100; higher = stronger inhibition) at 10 µM; 1.2% of 310,000 active; Q8BHY3;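 active = ratio plate-corrected score three or more library SD toward inhibition, starting fluorescence score within five deviations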;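 also: score derived from kinetic fluorescence span divided by baseline fluorescence per well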
# TMEM16A act: activators or potentiators of mouse TMEM16A chloride channel; B-score at 10 µM; Q8BHY3; 0.3% of 340,000 active; HEK293 TMEM16A/YFP-H148Q/I152L, iodide quench fluorescence; hits give low values;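 active = fluorescence-ratio B-score plate-corrected deviation score at least 3 library SD below zero, with starting fluorescence score within 5 deviations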;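 also: channel opened by trigger with iodide after compound preincubation; score built on the fluorescence ratio of max minus min over baseline; more negative score means more quench and so TMEM16A activation or potentiation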
# TRPC4 agonist: opens the mouse TRPC4 cation channel; Q9QUQ5; HEK293 TRPC4beta/mu-opioid, Fluo4 calcium fluorescence; hits give high values; B-score at 10 µM; 0.49% of 310,000 active; AID 2237;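 active = B-score above 5 SD of library B-scores, and initial fluorescence ratio not above library mean plus 5 SD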;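 also: positive B-score marks a calcium rise read as TRPC4 activation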
#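 Test system: HEK293 cells stably co-expressing mouse TRPC4beta and mu-opioid receptor | Schedule: Fluo4 dye loading 45 min at room temperature, 110 s recording | Measured by: Kinetic Fluo4 calcium fluorescence, 5 s baseline at 1 Hz | Evaluation: B score of integrated ratio | Controls: Buffer (low) and maximal DAMGO (high)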
# RGS4 inh: human RGS4 inhibition; P49798; HEK293 M3R/RGS4 inducible, Fluo-4 calcium flux; hits give high values; triggered by carbachol at its EC20; B-score at 10 µM; 0.45% of 310,000 active; AID 463165;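 active = B-score, a plate-corrected calcium signal, over three deviations above library mean, with baseline fluorescence within five deviations of library mean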;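 also: RGS4 expression induced by doxycycline in cells with stable M3 receptor; B-score is computed from the integrated fluorescence ratio over baseline after carbachol; higher B-score means a larger calcium signal and so more RGS4 inhibition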
# Target sequence (P49798 whole entry, looked up): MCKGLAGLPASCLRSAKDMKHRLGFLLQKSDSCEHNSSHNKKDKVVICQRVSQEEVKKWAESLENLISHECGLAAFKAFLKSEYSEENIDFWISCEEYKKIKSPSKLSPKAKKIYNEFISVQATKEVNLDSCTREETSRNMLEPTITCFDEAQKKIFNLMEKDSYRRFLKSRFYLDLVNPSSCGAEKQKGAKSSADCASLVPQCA
# TRPC4 inh: inhibitors of mouse TRPC4 channel; Q9QUQ5; HEK293 TRPC4beta/mu-opioid, DAMGO-evoked Fluo4 calcium flux; hits give low values; B-score at 10 µM; 0.39% of 300,000 active; AID 2247;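 active = B-score over 3 SD under the library average, no early fluorescence shift, positive overall ratio signal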
#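 Material: HEK293 cells with stable TRPC4beta plus mu-opioid receptor expression / Probe or stimulus: DAMGO in two steps, submaximal then maximal / Compound: single concentration per test compound / Technique: kinetic Fluo4 fluorescence imaging of calcium influx / Read-out: per-well B score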
# MrgX1 allo act: human MrgX1 positive allosteric modulation, primary screen; Q96LB2; MrgX1-HEK293, Fluo-4 calcium flux, FDSS; hits give high values; B-score at 10 µM; 0.63% of 310,000 active;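 active = plate-corrected calcium response at least 3 library SD above typical, normal starting fluorescence, not activating the receptor alone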;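 also: compound read alongside a low EC10 to EC30 dose of BAM8-22 agonist; peak minus trough fluorescence over baseline measured at the second addition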
# MrgX1 agonist: activates human MrgX1 receptor signaling. Q96LB2. MrgX1-HEK293 cells, Fluo-4 calcium fluorescence, agonist mode; hits give high values. B-score at 10 µM. 0.44% of 310,000 active. AID 588627;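 active = calcium response B-score plate-corrected fluorescence ratio at least 3 library SD, with starting fluorescence B-score inside 5 SD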
#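 Test system: HEK293 cells stably expressing human MrgX1 receptor; amount: 15,000 cells per well; doses: compound delivered in addition one of three; times: overnight plating before 1 h dye loading; detection: Fluo-4 NW calcium-flux fluorescence, kinetic read; read-out basis: B-scored fluorescence response ratio; controls: positive and negative controls per plate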
# TRPC4 PAM: allosteric potentiators of mouse TRPC4 channel | B-score at 10 µM | Q9QUQ5 | AID 2227 | 0.42% of 310,000 active | HEK293 TRPC4beta/mu-opioid, DAMGO EC20, Fluo-4 Ca2+ flux; hits give high values;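 active = B-score of calcium response area above 5 SD of library B-scores, with initial fluorescence ratio within 5 SD of library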;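 also: B-score of integrated fluorescence ratio over time as area under calcium response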
# TRPC6 act: mouse TRPC6 channel activation. HEK293-TRPC6 membrane potential dye fluorescence; hits give high values. 0.13% of 310,000 active. B-score at 10 µM. Q61143;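 active = B-score of the integrated fluorescence ratio above library mean plus 3 SD, and starting fluorescence ratio within library mean plus 5 SD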;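 also: higher score means more depolarization so channel activation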
# * = called active by the depositor; i = inactive; x = no result given.
SMILES,TRPC6 inhibitor,MrgX1 antag,TMEM16A inh,TMEM16A act,TRPC4 agonist,RGS4 inh,TRPC4 inh,MrgX1 allo act,MrgX1 agonist,TRPC4 PAM,TRPC6 act
CC(=O)SC1CC(=O)N(c2c(C)cccc2C)C1=O (configuration not stated),i,i,i,i,i,i,i,i,i,i,i
COc1ccc(CN(Cc2ccc(C(=O)O)cc2)C(=S)Nc2ccccc2F)cc1OC,i,i,i,i,i,i,i,i,i,i,i
COc1c(C)cc(C(=O)C2CCCN(Cc3c(C)n(C)n(-c4ccccc4)c3=O)C2)cc1C (configuration not stated),i,i,i,i,i,i,i,i,i,i,i
CCOC(=O)c1ccccc1NC(=O)CCNC(=O)Cn1cnc2ccccc2c1=O,i,i,i,i,i,i,i,i,i,i,i
N#Cc1ccc(NC(=O)COC(=O)CCNS(=O)(=O)c2ccccc2)cc1,i,i,i,i,i,i,i,i,i,i,i
CN(C)c1ccc(CNS(=O)(=O)c2csc(C(N)=O)c2)cc1,i,i,i,i,i,i,i,i,i,i,i
Cc1cc(C)nc(N/N=C/C2=C(N3CCOCC3)C(=C/c3ccccc3)/CC2)n1,i,i,i,i,i,i,i,i,i,i,i
Cc1cc(C)n(-c2cccc(Cl)c2)c(=O)c1C#N,i,i,i,i,i,i,i,i,i,i,i
CC(=O)c1ccc(OCC(O)CN2C(C)(C)CC(O)CC2(C)C)cc1 (configuration not stated),i,i,i,i,i,i,i,i,i,i,i
COc1ccc(-c2cc(=O)oc3c(C)c(OCC(=O)Nc4cccnc4)ccc23)cc1,i,i,i,i,i,i,i,i,i,i,i
COc1ccc(CCN2C(=O)NC(NS(=O)(=O)c3ccc(N)cc3)(C(F)(F)F)C2=O)cc1OC (configuration not stated),i,i,i,i,i,i,i,i,i,i,i
COc1ccc(N2CCN(c3ncnc4scc(-c5ccc(F)cc5)c34)CC2)cc1,i,i,i,i,i,i,i,i,i,i,i
O=C(NC1CC1)C1=C[C@H](c2coc3ccccc3c2=O)C[C@H](OCc2ccc(CO)cc2)O1,i,i,i,i,i,i,i,i,i,i,i
O=C(O)CC(NS(=O)(=O)c1cccc2nsnc12)c1ccc(F)cc1 (configuration not stated),i,i,i,i,i,i,i,i,i,i,i
O=C(CS(=O)(=O)c1ccccc1)N1CCN(c2ccccc2)CC1,i,i,i,i,i,i,i,i,i,i,i
CCOC(=O)C1CCN(C(=O)CNC(=O)c2nn(-c3ccc(OC)c(Cl)c3)c(=O)c3ccccc23)CC1,i,i,i,i,i,i,i,i,i,i,i
CC(C)CCNC(=O)C(C)N(C(=O)c1snc(C(N)=O)c1N)c1cnc2ccccc2c1 (configuration not stated),i,i,i,i,i,i,i,i,i,i,i
Cc1ccc(NC(=O)Cn2c(/C=C/c3ccccc3)nc3ccccc32)cc1C,i,i,i,i,i,i,i,i,i,i,i
Cc1ccc(C)c(NC(=O)C2CC3c4ccccc4C2c2ccccc23)c1 (configuration not stated),i,-5.5*,i,i,i,i,i,i,i,i,i
COc1ccccc1NC(=O)CSc1nnc(-c2ccc(C)cc2)o1,i,i,i,i,i,i,i,i,i,i,i
COc1cccc(OCCNc2cc(N3CCOCC3)ccc2[N+](=O)[O-])c1,i,i,i,i,i,i,i,i,i,i,i
CC1CCN(S(=O)(=O)c2ccc(S(=O)(=O)N3CCCC3)cc2)CC1,i,i,i,i,i,i,i,i,i,i,i
Nc1c(C(=O)NCc2ccco2)nnn1Cc1ccccc1,i,i,i,i,i,i,i,i,i,i,i
O=C(Nc1cccc(S(=O)(=O)N2CCCCC2)c1)c1ccc2ncsc2c1,i,i,i,i,i,i,i,i,i,i,i
CCCCOC(=O)c1nc(Cl)c(Cl)c(N)c1Cl,i,i,i,i,i,i,i,i,i,i,i
Cc1cccc2c(=O)oc(-c3ccccc3Cl)nc12,i,i,i,i,i,i,i,i,i,i,i
COc1ccc(C(C)=O)cc1CN(C)C,i,i,i,i,i,i,i,i,i,i,i
C/C(=N/NC(=O)CNC(=O)c1cccnc1)c1ccc(Cl)c(Cl)c1,i,i,i,i,i,i,i,i,i,i,i
O=C(CN1C(=O)c2ccccc2C1=O)Nc1nccs1,i,i,i,i,i,i,i,i,i,i,i
O=C(NCc1cccs1)C1(S(=O)(=O)c2ccccc2)CC=CC1,i,i,i,i,i,i,i,i,i,i,i
COc1ccc(NC(=O)Cn2ncn3nc(-c4ccc(OC)cc4)cc3c2=O)cc1,i,i,i,i,i,i,i,i,i,i,i
CCC1S/C(=N/N=C/c2ccco2)N(Cc2ccccc2C)C1=O (configuration not stated),i,i,i,i,i,i,i,i,i,i,i
CCOc1ccc(NC(=O)CSc2nnc(C34CC5CC(CC(C5)C3)C4)n2C)cc1,i,i,i,i,i,i,i,i,i,i,i
O=C(O)c1ccc(N(Cc2ccccc2)S(=O)(=O)c2ccccc2)cc1,i,i,i,i,i,i,i,i,i,i,i
Cc1ccc(Nc2nc(N3CCOCC3)nc(N3CCOCC3)n2)cc1Cl,i,i,i,i,i,i,i,i,i,i,i
CCN1CCN(CCCNC(=O)C2CCCN(c3nnc(-n4cccc4)s3)C2)CC1 (configuration not stated),i,i,i,i,i,i,i,i,i,i,i
CCCOc1ccc(C(=O)NCC(c2cccs2)N(C)C)cc1OC (configuration not stated),i,i,i,i,i,i,i,i,i,i,i
O=C(c1ccc(S(=O)(=O)N2CCCC2)cc1)N1CCCCC1,i,i,i,i,i,i,i,i,i,i,i
O=C(/C=C\Nc1ccc(S(=O)(=O)Nc2ncccn2)cc1)c1ccccc1,i,x,x,i,i,i,i,x,x,i,i
CCOC(=O)C(C)(C)N(Cc1cccc(C)c1)S(=O)(=O)c1ccc(Cl)c([N+](=O)[O-])c1,i,i,i,i,i,i,i,i,i,i,i
CN(C)CCN1C(=O)C(=O)/C(=C(/O)c2ccc(S(=O)(=O)N3CCOCC3)cc2)C1c1ccc(Br)cc1 (configuration not stated),i,i,i,i,i,i,i,i,i,i,i
O=[N+]([O-])c1ccc2c(c1Nc1ccccc1)=NC1(CCCCC1)N=2,i,i,i,i,i,i,i,i,i,i,i
COc1ccccc1C1c2ccc3ccccc3c2Oc2ncn(CCN(C)C)c(=N)c21 (configuration not stated),i,i,i,i,i,i,i,i,i,i,i
O=C(Cn1c(=O)c(=O)n(Cc2ccccc2)c2ccc(Cl)cc21)Nc1cc(F)ccc1F,i,i,i,x,i,i,i,i,i,i,i
COc1ccc(-c2n[nH]c(=S)n2Cc2ccco2)cc1,i,i,i,i,i,i,i,i,i,i,i
COc1ccc2nc(NC(=O)CCc3cc(OC)c(OC)c(OC)c3)sc2c1,i,i,i,i,i,i,i,i,i,i,i
O=S(=O)(c1cc(F)ccc1F)N1CCC2(CC1)OCCO2,i,i,i,i,i,i,i,i,i,i,i
O=C(/C=C/c1ccccc1)Nn1c(-c2cccs2)nc2ccccc2c1=O,i,i,i,i,i,i,i,i,i,i,i
O=C(NC1CCS(=O)(=O)C1)c1ccc2c(c1)OCO2 (configuration not stated),i,i,i,i,i,i,i,i,i,i,i
CCCN1CCN(C(=S)Nc2ccc3nc(N4CCN(CC)CC4)cc(C)c3c2)CC1,i,i,i,i,i,i,i,i,i,i,i

# Further entries:
SMILES,TRPC6 inhibitor,MrgX1 antag,TMEM16A inh,TMEM16A act,TRPC4 agonist,RGS4 inh,TRPC4 inh,MrgX1 allo act,MrgX1 agonist,TRPC4 PAM,TRPC6 act
O=C(c1ccccc1)c1cnc(-c2ccc(Cl)cc2)s1,i,i,i,i,i,i,i,i,i,i,i
Nc1cc(=O)[nH]c(SCC(=O)Nc2ccc3c(c2)CCC3)n1,i,i,i,i,i,i,i,i,i,i,i
CCN(C(=O)c1cc2ccccc2o1)C12CC3CC(CC(C3)C1)C2,i,i,i,x,i,i,i,i,i,i,i
CC(C)c1ccc(C(N)=S)cc1,i,i,i,i,i,i,i,14*,i,i,i
CCC(C)(C)NC(=O)C(c1cccc(OC)c1OC)N(C(=O)CCC(=O)Nc1cc(C)on1)C(C)C (configuration not stated),i,i,i,i,i,i,i,i,i,i,i
O=c1c2ccccc2nc(/C=C/c2cccc(Br)c2)n1CCCO,i,i,i,i,i,i,i,i,i,i,i
CCOC(=O)c1sc(NC(=O)CSc2nc(C)cc(C(F)(F)F)n2)c(C#N)c1C,i,i,i,i,i,i,i,i,i,i,i
Cc1nc(-c2cccnc2)sc1C(=O)Nc1ccc(Cl)cc1,i,i,i,i,i,i,i,i,i,i,i
CCOC(=O)C1CCCN(CC(=O)/C=C2/N(C)c3ccccc3C2(C)C)C1 (configuration not stated),i,i,i,i,i,i,i,i,i,i,i
Cn1c(=O)n(C)c2cc(N3CCOCC3)c(NC(=O)c3ccc(F)cc3)cc21,i,i,i,i,i,i,i,i,i,i,i

# Overlap with the part before: two entries, followed by the next part.
SMILES,TRPC6 inhibitor,MrgX1 antag,TMEM16A inh,TMEM16A act,TRPC4 agonist,RGS4 inh,TRPC4 inh,MrgX1 allo act,MrgX1 agonist,TRPC4 PAM,TRPC6 act
CCOC(=O)C1CCCN(CC(=O)/C=C2/N(C)c3ccccc3C2(C)C)C1 (configuration not stated),i,i,i,i,i,i,i,i,i,i,i
Cn1c(=O)n(C)c2cc(N3CCOCC3)c(NC(=O)c3ccc(F)cc3)cc21,i,i,i,i,i,i,i,i,i,i,i
N#Cc1ccccc1OCC(=O)NC(=O)NCc1ccco1,i,i,i,i,i,i,i,i,i,i,i
CCOc1ccc(NS(=O)(=O)c2ccc(C(=O)N3CCN(c4ncccn4)CC3)cc2)cc1,i,i,i,i,i,i,i,i,i,i,i
CCOC(=O)C1=C[C@]2(CC)CCCN3CCc4c(n1c1ccccc41)[C@@H]32,i,i,i,i,i,i,i,i,i,i,i
O=C(OCC(=O)c1c[nH]c2ccccc12)C1=COCCO1,i,i,i,i,i,i,i,i,i,i,i
CC(C)c1ccc(NC2CCCN(C(=O)CN3C(=O)CSC3=O)C2)cc1 (configuration not stated),i,i,i,i,i,i,i,i,i,i,i
O=C(NCCc1ccccc1)c1cc(S(=O)(=O)N2CCCC2)ccc1F,i,i,i,i,i,i,i,i,i,i,i
